Assay outcomes: PubChem BioAssay, Broad Institute
FN deposition inh – fibronectin deposition inhibition; inhibition, % at 12.6 µM; AH1F fibroblasts, Alexa488-fibronectin deposition fluorescence, overnight; 350,000 tested, 0.086% active;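 active = mean inhibition across replicates of 30% or more, regardless of how many single replicates reach that level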;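 note: positive control wells lacked labelled fibronectin entirely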
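Material: AH1F fibroblasts assembling fluorescent fibronectin matrix; amount: 10000 AH1F cells/well; medium: DMEM, 2% serum; reagent: Alexa488-fibronectin, 24 nM final in well; dosing: single compound dose, delivered by pin transfer; incubation: 1 h adhesion, overnight exposure; detection: fluorescence after three HBSS washes, excitation 485 nm, emission 525 nm; measure: fibronectin deposition inhibition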
EWS-Fli block – EWS/Fli transcriptional activity inhibition. inhibition, % at 12.6 µM. AID 651661. 350,000 tested, 0.67% active. A673 NR0B1-luciferase reporter, viability-normalised;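 active = mean inhibition of at least 50% after viability correction, with every replicate also passing that limit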;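 note: firefly luciferase signal divided by Alamar Blue viability fluorescence both relative to DMSO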
LGR2 antag – Drosophila LGR2 receptor signaling inhibition; HEK293 LGR2, CRE-luciferase, bursicon-stimulated, 4 h; inhibition, % at 9.99 µM; 380,000 tested, 0.35% active; AID 720647;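 active = drop in luminescence signal, shown as inhibition above about 50% in the replicate tests, limit read from the data, passing the limit was not always enough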;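 note: agonist challenge used bursicon conditioned medium at about half maximal strength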
miR122 inh – blocks miR-122 activity in Huh7 sensor cells. activation (reporter increase), % at 12.5 µM. Huh7 miR-122 Renilla luciferase sensor, 48 h; neutral wells = 0, positive control = 100. 340,000 tested, 0.3% active. AID 602342;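 active = mean replicate activation score at least 90 and every replicate individually at or above 90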;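 note: higher luciferase means less miR-122 activity so hits act as miR-122 inhibitors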
Cneo AK release – causes C. neoformans cell lysis; adenylate kinase release luminescence, 4 h; normalised: neutral wells 0, clomiphene wells 100; lysis activity, % at 15 µM; 360,000 tested, 0.2% active; AID 651654;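 active = mean lysis activity across replicates of at least 80%, whatever share of replicates individually reach that level; inactive = mean lysis activity below 80%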
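Material: C. neoformans cells | Amount: Yeast cell density of 5 × 10^6 cells/mL | Medium: Fresh YPD growth medium | Dosing: Single dose | Times: Static 4 h at 37 °C with compound, 1 h detection | Detection: AK luminescence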
PGC1a acetyl inh – modulators of PGC1a acetylation; U2OS PGC1a acetylation, AlphaScreen anti-acetyl-lysine; with virally co-expressed GCN5 acetyltransferase; inhibition, % at 15.6 µM; 350,000 tested, 0.17% active;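 active = every replicate shows inhibition of at least 40%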;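 note: 0% = neutral control wells and 100% = positive control wells; some results beyond the cut were filed as inactive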
PAX8 inh HTS – inhibitors of PAX8 transcriptional activity in RMG-I cells; RMG-I TPO-luciferase reporter, SteadyGlo, 24 h; inhibition, % at 12.6 µM; 360,000 tested, 1.2% active; AID 652154;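 active = mean replicate inhibition at least 60% with every replicate also reaching 60%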;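 note: luciferase light reporting Pax8 driven TPO promoter activity; plate controls were median of neutral control wells for no effect and mitoxantrone controls for full effect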
CASP6 VEID inh – caspase-6 (human) enzyme inhibition; P55212; purified caspase-6, Z-VEID-R110 cleavage fluorescence; inhibition, % at 12.5 µM; 350,000 tested, 0.53% active; AID 686996;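 active = mean inhibition across replicates at least about 35%, with every replicate also reaching that limit, limit read from the data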;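 note: 0% = median of neutral control wells and 100% = no fluorescence left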
Target sequence (P55212 24-179 limits assumed): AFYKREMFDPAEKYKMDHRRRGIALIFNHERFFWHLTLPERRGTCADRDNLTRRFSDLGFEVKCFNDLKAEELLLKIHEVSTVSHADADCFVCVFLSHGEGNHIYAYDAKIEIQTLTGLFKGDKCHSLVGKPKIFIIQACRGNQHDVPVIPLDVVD
Target sequence (P55212 194-293 limits assumed): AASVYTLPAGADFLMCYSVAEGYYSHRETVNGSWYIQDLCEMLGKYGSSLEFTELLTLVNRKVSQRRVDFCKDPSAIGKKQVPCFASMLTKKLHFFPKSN
The depositor's hits bear a star; . = not tested or not shown; [ ] = another dose, or the depositor's remark.

SMILES | FN deposition inh | EWS-Fli block | LGR2 antag | miR122 inh | Cneo AK release | PGC1a acetyl inh | PAX8 inh HTS | CASP6 VEID inh
CN(Cc1ccccc1)C1CC(=O)N(c2ccc(C(=O)O)cc2)C1=O (configuration not stated) | -4 | . | -12 | 3 | 1 | -13 | . | .
Cc1ccc2[nH]c3c(NCc4ccco4)ncnc3c2c1 | -5 | . | . | -8 | -1 | 10 | . | .
NNC(=O)CNC(=O)CNS(=O)(=O)c1ccccc1 | -3 | -1 | 4 | . | . | 0 | -8 | 3
CCN(CC)S(=O)(=O)c1ccc(OCC(=O)NCc2ccco2)cc1 | 9 | 10 | -12 | -3 | -4 | -10 | 4 | 3
Cc1ccccc1C(=O)NC1CCN(CC(=O)Nc2ccc3c(c2)OCCO3)CC1 | -4 | 8 | -1 | . | . | 0 | 0 | 2
COc1ccc2c(=O)c(-c3ccc(OC)c(OC)c3)coc2c1 | . | -102 | . | -2 | -6 | 2 | . | 0
COc1ccccc1NC(=O)N[C@@H]1C=C[C@H](CC(=O)NCc2ccc(Cl)c(Cl)c2)O[C@H]1CO | -10 | 6 | 16 | -9[16.7 µM] | -2 | 8 | 39 | -2
COc1ccc(-c2nc(C)ncc2-c2ccc(Cl)cc2)c(O)c1 | -5 | 9 | -17 | . | -2 | . | -2 | 0
O=C(Nc1ccc2c(c1)OCO2)N[C@@H]1CC[C@@H](CCNC(=O)C2CCCC2)O[C@H]1CO | 3 | 9 | 14 | 19[16.7 µM] | 38 | -1 | -61 | -1
Cc1ccc2c(c1)N(CC(=O)NC1CCCC1)C(=O)c1cccnc1O2 | 19 | -1 | -8 | 4 | 1 | 6 | -10 | 3
C/C=C/c1ccc([C@H]2[C@@H](C#N)N(C(=O)Cc3ccccn3)[C@@H]2CO)cc1 | -9 | -8 | 2 | . | 1 | 0 | 26 | 2
CC(C)C(=O)Nc1ccc2c(c1)nc(CCN1CCN(c3ccccc3)CC1)n2C | 4 | -10 | 19 | . | 4 | -3 | 13 | -6
COc1cc(C(=O)OCC(=O)c2c[nH]c3ccccc23)ccc1OCC(=O)N1CCOCC1 | 11 | . | . | -3 | 0 | 4 | 13 | .
CO[C@H]1CN(C)C(=O)c2cc(NC(=O)C3CCCCC3)ccc2OC[C@@H](C)N(Cc2cccnc2)C[C@@H]1C | -4 | -16 | -12 | 3[16.7 µM] | 1 | . | -13 | -1
CCc1nc2ccc(C(=O)NCCOc3ccc(OC)cc3)cn2c1N(CCC(C)C)CCN(C)C | 0 | 13 | -12 | -1 | 0 | -6 | 14 | -2
COc1ccc(S(=O)(=O)N2CCCN(CC(=O)Nc3ccc(NC(C)=O)cc3)CC2)cc1 | 11 | -8 | 3 | -5 | 0 | 22 | -7 | -5
C=CCc1ccc(OCc2ccc(C(=O)Nc3ccc(NC(C)=O)cc3)o2)c(OC)c1 | 1 | -61 | -87 | -5 | -2 | . | -11 | -1
O=C(CN1CCOCC1)Nc1cccc([N+](=O)[O-])c1 | -1 | 8 | -2 | 9 | 1 | 0 | -3 | 1
CCOC(=O)Nc1sc(C)c(C)c1C(=O)OCC | 3 | -7 | -5 | . | . | . | 8 | 1
CCOC(=O)[C@H]1[C@H]2COc3ccccc3[C@@H]2N2C(=O)c3ccc(C)cc3NC(=O)[C@@]12C | -1 | -12 | 11 | -1 | 0 | -1 | -7 | 1
O=C(NC1CCCCC1)C1CCC(CNS(=O)(=O)c2ccccc2)CC1 (configuration not stated) | -17 | 0 | 2 | . | -2 | . | 32 | 0
CO[C@H]1CN(C)C(=O)c2cc(NC(=O)NC(C)C)ccc2OC[C@@H](C)N(C(=O)NC(C)C)C[C@@H]1C | 3 | -10 | -5 | 1[16.7 µM] | -4 | . | 10 | -2
Cn1nc(-c2ccccc2)c(-c2nc(-c3cccc(Cl)c3)no2)c1Cl | -1 | . | . | -2 | -2 | -7 | 14 | .
COc1ccc(NC(=O)c2ccccc2NC(=O)C2CC=CCC2C(=O)O)cc1 (configuration not stated) | . | . | -4 | 0 | 0 | 1 | -145 | 3
COC(=O)C[C@H]1CC[C@@H](NC(=O)Nc2ccc(C(F)(F)F)cc2)[C@H](CO)O1 | -6 | 69* | 1 | . | -1 | -7 | 4 | -1
COc1ccc(/C(=N\Nc2ccccc2C(=O)O)c2ccccc2)cc1 | -6 | -22 | -18 | . | . | . | -31 | 9
O=C(CCn1c(=O)oc2ccccc21)N(Cc1ccccc1)c1ccccc1 | -1 | -3 | 9 | 1 | 0 | 3 | 20 | 0
CCCCNC(=O)c1onc(CSc2ccc(F)c(F)c2)c1C(=O)O | 7 | 6 | 3 | -2 | 2 | 13 | 6 | -1
CC(=O)Nc1ccc(N=Cc2nc(-c3ccc(C)cc3)oc2O)cc1 | -11 | . | . | -3 | -1 | 12 | 8 | .
CCOc1ccc(S(=O)(=O)N2CCC(C(=O)OCc3ccc(OC)cc3)CC2)cc1 | . | 1 | -4 | -2 | 0 | -10 | 4 | 2

2 compounds picked at random from those above:
SMILES | FN deposition inh | EWS-Fli block | LGR2 antag | miR122 inh | Cneo AK release | PGC1a acetyl inh | PAX8 inh HTS | CASP6 VEID inh
CCOc1ccc(S(=O)(=O)N2CCC(C(=O)OCc3ccc(OC)cc3)CC2)cc1 | . | 1 | -4 | -2 | 0 | -10 | 4 | 2
O=C(CCn1c(=O)oc2ccccc21)N(Cc1ccccc1)c1ccccc1 | -1 | -3 | 9 | 1 | 0 | 3 | 20 | 0

In the list so far, 2 have an NH in an aromatic ring:
SMILES | FN deposition inh | EWS-Fli block | LGR2 antag | miR122 inh | Cneo AK release | PGC1a acetyl inh | PAX8 inh HTS | CASP6 VEID inh
Cc1ccc2[nH]c3c(NCc4ccco4)ncnc3c2c1 | -5 | . | . | -8 | -1 | 10 | . | .
COc1cc(C(=O)OCC(=O)c2c[nH]c3ccccc23)ccc1OCC(=O)N1CCOCC1 | 11 | . | . | -3 | 0 | 4 | 13 | .

Following part.
SMILES | FN deposition inh | EWS-Fli block | LGR2 antag | miR122 inh | Cneo AK release | PGC1a acetyl inh | PAX8 inh HTS | CASP6 VEID inh
Cc1noc(C)c1NC(=O)Nc1ccc2c(c1)C(=O)N([C@@H](C)CO)C[C@@H](C)[C@@H](CN(C)C(=O)Nc1c(C)noc1C)O2 | . | -10 | 6 | -3[16.7 µM] | -3 | -3 | -10 | .
O=C1CCC(C(=O)N2CCOCC2)CN1Cc1cccc(C(F)(F)F)c1 (configuration not stated) | 5 | -14 | 8 | -3 | -1 | 6 | -16 | 0
COc1ccc(Br)c(C(=O)Nc2nc3ccccc3[nH]2)c1 | 4 | -71 | -71 | 4 | 4 | -3 | -108 | 1
C[C@@H]1CN([C@H](C)CO)C(=O)Cc2cc(NC(=O)c3ccncc3)ccc2O[C@@H]1CN(C)C(=O)Nc1ccc(F)cc1 | 1 | 2 | 0 | -4[16.7 µM] | -3 | 11 | 4 | 1
CCCNC(=O)C[C@H]1CC[C@@H]2[C@H](COc3ccc(NC(=O)c4cccc(C(F)(F)F)c4)cc3C(=O)N2C)O1 | -12 | -2 | 5 | -8[16.7 µM] | . | 7 | -7 | .
Cc1ccc(S(=O)(=O)N(C)C[C@@H]2Oc3c(cccc3N(C)C)C(=O)N([C@H](C)CO)C[C@@H]2C)cc1 | -1 | -2 | -13 | -8[16.7 µM] | 0 | -3 | 2 | 1
COc1ccc(Cl)cc1NC(=S)NCCC(c1ccccc1)c1ccccc1 | -2 | -2 | 5 | -7 | 8 | . | 6 | 0
Cn1c(=O)cc(SCC(=O)NCCC2=CCCCC2)c2cc(Cl)ccc21 | . | . | -10 | 2 | 0 | -1 | . | .
O=c1[nH][nH]c2cc(=O)n(-c3cccc(C(F)(F)F)c3)nc12 | 8 | 6 | . | . | . | . | 8 | 30
Cc1ccc(-n2ncc3c2CC(C)(C)CC3NC(=O)CCn2cncn2)cc1 (configuration not stated) | 0 | 1 | 13 | -2 | 2 | 6 | 7 | -2
Cc1ccc(N(CC(=O)NCc2ccco2)C(=O)CCC(=O)Nc2nccs2)cc1C | 0 | 2 | 3 | -4 | -4 | -9 | 4 | -3
N#Cc1c(-c2cccc(F)c2)cc(-c2ccccc2)nc1Br | . | . | . | -4 | 0 | 3 | 0 | .
CN(C)CCn1nnc2c(=O)oc3ccccc3c21 | -6 | -1 | -9 | . | . | . | -28 | -1
O=C(Nc1ccc(F)cc1)N1CC(=O)N2[C@@H](CO)[C@@H](c3ccc(-c4ccc(F)cc4)cc3)[C@@H]2C1 | . | 7 | -8 | . | . | -3 | 0 | -2
CO[C@@H]1CN(C)C(=O)c2ccc(NC(C)=O)cc2OC[C@H](C)N(Cc2ccncc2)C[C@@H]1C | -48 | 1 | -10 | 6[16.7 µM] | 1 | 7 | . | -1
C[C@@H]1CN([C@H](C)CO)C(=O)c2cc(NC(=O)CCCCCC(=O)Nc3ccccc3N)ccc2O[C@@H]1CN(C)Cc1ccccc1 | . | -8 | -1 | . | . | 4 | 10 | 1
CO[C@@H]1CN(C)C(=O)c2cc(NS(=O)(=O)CC(F)(F)F)ccc2OC[C@H](C)NC[C@@H]1C | 9 | 0 | 0 | 17[16.7 µM] | 0 | -5 | 5 | 2
COc1ccc(N2CC(NC(=O)NCC(C)C)CC2=O)cc1 (configuration not stated) | 4 | -2 | . | . | . | . | 1 | 1
CCc1cccc(OCCOC(=O)CNS(=O)(=O)c2ccc(NC(C)=O)cc2)c1 | 7 | -3 | 18 | -2 | 1 | 6 | -15 | -1
COc1ccc([N+](=O)[O-])cc1N(CC(O)CN1CCCC1)S(=O)(=O)c1ccc(C)cc1 (configuration not stated) | -3 | -2 | 0 | 0 | -25 | 7 | -5 | -4
Cc1c(C(=O)c2cccc([N+](=O)[O-])c2)c2ccccn2c1CCC#N | -3 | . | 4 | 1 | 4 | -5 | 1 | .
Cc1ccc(C(NC(=O)C2CCN(Cc3ccc(Cl)c(Cl)c3)CC2)c2ccccn2)cc1 (configuration not stated) | 7 | 25 | -5 | -12 | 4 | -19 | -6 | -3
C=CCC(C)(NCc1ccccc1)c1ccccc1 (configuration not stated) | 7 | . | . | -5 | 2 | 9 | 9 | .
O=C(Nc1ccc(Oc2ccccc2)cc1)c1ccc2nc([C@@H]3O[C@H](CO)[C@H](O)[C@H](O)[C@H]3O)[nH]c2c1 | -17 | -6 | 13 | -3 | -3 | 2 | -35 | .
Cc1ccccc1NS(=O)(=O)c1ccc(C(=O)NNC(=O)c2ccccc2O)cc1 | 14 | 14 | -2 | 1 | -2 | 3 | 33 | 8
NC(=O)Nc1ccccc1C(=O)NCCc1ccccc1 | . | . | -27 | 7 | 0 | 0 | -66 | .
Cc1occc1-c1nnc(SCC(=O)c2c(N)n(C3CC3)c(=O)[nH]c2=O)n1C | -2 | 1 | -20 | . | 0 | . | -19 | 3
CO[C@H]1CN(C)C(=O)c2cc(NC(=O)Nc3cc(F)ccc3F)ccc2OC[C@H](C)N(C(=O)c2ccccn2)C[C@H]1C | 3 | 0 | -9 | . | -1 | 14 | 9 | 1
CCN1CCN(S(=O)(=O)c2ccc3c(c2)NC(=O)CS3)CC1 | 1 | 9 | -1 | -1 | 34 | -2 | 3 | 2
c1ccc(-c2csc(N3CCOCC3)n2)cc1 | 1 | . | . | -14 | -3 | -4 | -51 | .
O=C(COC(=O)c1ccc2ncsc2c1)Nc1cc([N+](=O)[O-])ccc1Cl | 8 | 2 | 4 | -13 | 0 | 5 | 16 | 0
Cn1c(CCNC(=O)c2ccc(F)cc2)nc2ccccc21 | -1 | . | . | -6 | -2 | -35 | 0 | .
Cc1cccc(C)c1OCc1cc(C(=O)N2CCC(c3ccccc3)CC2)no1 | 0 | -65 | -11 | . | 2 | . | . | 2
